# Screening data from PubChem.
# TMEM16A act – TMEM16A chloride channel activators or potentiators, primary screen, cell-based, HTS; Anoctamin-1 (Mus musculus), Q8BHY3; HEK293 TMEM16A/YFP-H148Q/I152L, iodide quench fluorescence; stronger effect = lower value; hit rate 0.3% among 340,000; B-score at 10 µM; AID 623877, 2012;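 active = fluorescence-ratio B-score plate-corrected deviation score at least 3 library SD below zero, with starting fluorescence score within 5 deviations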;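 note: channel opened by trigger with iodide after compound preincubation; score built on the fluorescence ratio of max minus min over baseline; more negative score means more quench and so TMEM16A activation or potentiation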
# Target sequence (Q8BHY3 whole entry, looked up): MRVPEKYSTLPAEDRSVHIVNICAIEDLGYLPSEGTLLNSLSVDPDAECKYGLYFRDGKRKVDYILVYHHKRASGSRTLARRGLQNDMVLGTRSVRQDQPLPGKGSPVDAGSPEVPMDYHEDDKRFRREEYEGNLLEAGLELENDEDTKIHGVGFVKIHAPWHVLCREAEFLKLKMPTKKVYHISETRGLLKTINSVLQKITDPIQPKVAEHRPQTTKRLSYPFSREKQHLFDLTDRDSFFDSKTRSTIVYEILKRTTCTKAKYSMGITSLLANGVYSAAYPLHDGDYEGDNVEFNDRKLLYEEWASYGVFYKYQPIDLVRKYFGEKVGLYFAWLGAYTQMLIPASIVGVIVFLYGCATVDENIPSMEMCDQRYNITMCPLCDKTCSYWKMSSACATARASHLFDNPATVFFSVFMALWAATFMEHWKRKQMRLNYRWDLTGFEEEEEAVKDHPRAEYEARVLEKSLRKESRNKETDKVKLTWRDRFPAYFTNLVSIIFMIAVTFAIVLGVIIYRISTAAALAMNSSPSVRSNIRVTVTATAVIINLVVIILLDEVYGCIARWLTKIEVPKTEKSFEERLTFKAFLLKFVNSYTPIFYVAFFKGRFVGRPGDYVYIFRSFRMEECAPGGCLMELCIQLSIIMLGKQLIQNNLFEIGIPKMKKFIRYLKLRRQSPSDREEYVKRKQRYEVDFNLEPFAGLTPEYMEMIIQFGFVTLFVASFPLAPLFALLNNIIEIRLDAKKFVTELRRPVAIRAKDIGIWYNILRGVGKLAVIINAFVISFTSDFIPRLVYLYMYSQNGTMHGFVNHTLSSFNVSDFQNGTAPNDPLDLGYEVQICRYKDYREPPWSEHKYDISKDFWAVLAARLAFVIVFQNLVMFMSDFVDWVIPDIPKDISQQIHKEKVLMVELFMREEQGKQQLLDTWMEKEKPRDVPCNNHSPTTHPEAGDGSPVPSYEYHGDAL
# * = called active by the depositor; i = inactive. Some of the compounds tested, so the mix of outcomes need not match the whole.
SMILES,TMEM16A act
CC1CCN(C(C)C(=O)Nc2cc(S(=O)(=O)N3CCCCC3)ccc2Cl)CC1 (centres undefined),i
Cc1cc(C)cc(NC(=O)CSc2nnc(CNC(=O)c3ccco3)n2C)c1,i
O=C(CNC(=O)c1ccccc1)Sc1ccccc1,i
COCC(=O)Nc1ccc(N2CCOCC2)c(S(=O)(=O)Nc2ccccc2OC)c1,i
O=S(=O)(NCCCN1CCOCC1)c1ccc(F)c(Cl)c1,i
CCC(CO)Oc1cc(NCc2cccc(Cl)c2)c2ncn(C(C)C)c2c1 (centres undefined),i
Cc1cccc(C)c1NC(=O)CN1CCN(C(=O)CN2C(=O)NC3(CCCCC3C)C2=O)CC1 (centres undefined),i
O=C(CN1CCN(S(=O)(=O)c2ccccc2F)CC1)NCC1(N2CCOCC2)CCCCC1,i
CCCCN(Cc1ccccc1)S(=O)(=O)c1cc2c(cc1Br)CC(C)N2C(C)=O (centres undefined),i
CCCCC1C(=O)NN(c2ccccc2)C1=O (centres undefined),i
CCCCCC1=C(C(=O)OC)C(C(=O)OCC)N(S(=O)(=O)C(F)(F)F)c2ccccc21 (centres undefined),i
Cc1ccc(OCC(=O)OCC(=O)NC2CCCC2)cc1C,i
COc1ccc(CNC(=O)C(C)Sc2nc3ccccc3c(=O)n2CC2CCCO2)cc1 (centres undefined),i
COC(=O)c1sc(S(=O)(=O)N2CCCCC2C)c(C(=O)OC)c1C (centres undefined),i
COc1cccc(C=NNC(=O)C(C)SC(C)C(=O)NN=Cc2cccc(OC)c2)c1 (centres undefined),i
CCOc1ccc2c(c1)C(C)=CC(C)(C)N2,i
COc1cc2c(cc1OC)C(=O)CCC2,i
CCCSC1=N/C(=C\c2ccc([N+](=O)[O-])o2)C(=O)S1,i
CCCN1C(=O)/C(=C/c2c(NCCCOCC)nc3c(C)cccn3c2=O)SC1=S,i
Cn1ccc(NC(=O)c2ccc(Cl)cc2)n1,i
COc1ccc(C(=O)N2CCN(c3ccc(C(C)=O)cc3)CC2)cc1S(=O)(=O)N1CCCC1,i
CCOC(=O)C1=C(COC(=O)CCOc2ccc(OCC)cc2)NC(=O)NC1C (centres undefined),i
O=c1cc(C=NNc2ccccc2)[nH]c(=O)[nH]1,i
CSc1ccc(/C=C/C(=O)OCC(=O)c2ccc[nH]2)cc1,i
CN(C)CCNc1ccc(CO)c2sc3ccc(O)cc3c(=O)c12,i
CCN(c1ccccc1)S(=O)(=O)c1ccc(N2CCN(c3ccc(OC)cc3)CC2)nc1,i
O=C(CCCc1ccccn1)c1cccc2ccccc12,i
Cn1c(-c2ccsc2)c(-c2cccs2)c2cc(-c3cccc4[nH]ccc34)ccc21,i
COc1ccc([N+](=O)[O-])cc1NCC(=O)Nc1cccc(S(=O)(=O)N2CCCC2)c1,i
O=C(COC(=O)c1cccc(S(=O)(=O)N2CCCCCC2)c1)NCc1ccc(Cl)cc1,i
CC1CCC2(CC1)NC(=O)N(CC(=O)Nc1cc(S(=O)(=O)N3CCCC3)ccc1Cl)C2=O (centres undefined),i
COc1ccc(C(CNC(=O)COc2ccc(F)cc2Cl)N2CCCCC2)cc1 (centres undefined),i
CC(OC(=O)C1=COCCO1)C(=O)c1ccc(Br)cc1 (centres undefined),i
CC(C)CCN(C(=O)c1ccc(Br)cc1)c1c(N)n(Cc2ccccc2)c(=O)[nH]c1=O,i
Cc1ccc(S(=O)(=O)NC(CC(C)C)C(=O)NCC(c2ccco2)N2CCCCC2)cc1 (centres undefined),i
CCC(CO)Oc1cc(NC(=O)c2cccc(Cl)c2)c2ncn(C(C)C)c2c1 (centres undefined),i
COc1cccc(N2CCN(C(=O)c3cc(C)oc3C)CC2)c1,i
Cc1csc(CNc2ncnc3ccc(-c4ccc5c(c4)OCCO5)cc23)c1,i
CN(C(=O)COC(=O)Cc1c(F)cccc1Cl)c1c(N)n(Cc2ccccc2)c(=O)[nH]c1=O,i
CC(=O)Nc1ccc(S(=O)(=O)Nc2nc3ccccc3nc2N2CCOCC2)cc1,i
CN(CC(=O)Nc1ccc(F)c(F)c1F)C(=O)CCN1C(=O)C2CCCCC2C1=O (centres undefined),i
Nc1nc(COC(=O)CCC(=O)c2ccccc2)nc(Nc2ccccc2)n1,i
O=S(=O)(c1ccccc1)c1nc(-c2cccs2)oc1NCc1cccnc1,i
Cc1ccc(S(=O)(=O)NCC(=O)OCC(=O)c2ccc(S(=O)(=O)N3CCCCC3)cc2)cc1C,i
Nn1c(SCC(=O)Nc2cccc(Br)c2)nnc1C1CC1,i
COc1ccc(NC(C)=O)cc1NC(C)C(=O)Nc1ccc(S(=O)(=O)N2CCCCC2)cc1 (centres undefined),i
CCOc1ccccc1NC(=O)/C=C/c1ccc(S(=O)(=O)N2CCOCC2)cc1,i
CSc1ncccc1C(=O)Nc1cccc(S(=O)(=O)N2CCCC2)c1,i
Cc1nn(-c2ccccc2)c(C)c1CNC(=O)c1ccc(S(=O)(=O)NCc2ccco2)cc1,i
Cc1ccc(C)c2[nH]c(=O)c(C(c3nnnn3C(C)(C)C)N3CC=C(c4ccc(F)cc4)CC3)cc12 (centres undefined),i
Cc1ccc(S(=O)(=O)N(C)C[C@@H]2Oc3ccc(NC(=O)Nc4cccc5ccccc45)cc3C(=O)N([C@H](C)CO)C[C@H]2C)cc1,i
CCN(CC)c1ccc(C(=C2C=CC(=[N+](CC)CC)C=C2)c2ccccc2)cc1,-12*
Cc1ccc(NC(=O)COC(=O)c2ccc(-n3nc(C)cc3C)cc2)c(F)c1,i
COc1ccc(C2=NOC(Cn3nc(-c4ccccc4)cc3C(=O)NCc3cccs3)C2)cc1 (centres undefined),i
Cc1ccc2c(c1)C1C[N+](C)(CC(=O)Nc3ccccc3Cl)CCC1N2C(=O)c1ccccc1Cl (centres undefined),i
Cc1cccc(C(=O)OCC(=O)NCc2ccco2)c1,i
CN1CCN(C(=O)C2CCN(S(=O)(=O)c3ccccc3[N+](=O)[O-])CC2)CC1,i
CCCC(CC)Sc1nc2c([nH]1)c(=S)n(C)c(=O)n2C (centres undefined),i
CC(C)[C@H](NC(=O)c1cccc(S(=O)(=O)N2CCOCC2)c1)C(=O)OCC(=O)Nc1cccc(Br)c1,i
O=C(COC(=O)c1cccc(S(=O)(=O)N2CCCC2)c1)Nc1ccccc1Cl,i

# Continuation.
SMILES,TMEM16A act
CCOc1cc(N2CCOCC2)c(OCC)cc1NC(=O)CN1C(=O)N(C)C2(CCCCC2)C1=O,i
CCCCC(=O)NC(c1ccc(OC)c(OC)c1)c1ccc2cccnc2c1O (centres undefined),i
O=C(c1ccc(Br)c(S(=O)(=O)N2CCOCC2)c1)N1CCN(C/C=C/c2ccccc2)CC1,i
CC1CC(C)CN(C(=O)/C=C/c2ccc(S(=O)(=O)N3CCOCC3)cc2)C1 (centres undefined),i
Cc1nn(C2CCS(=O)(=O)C2)c(C)c1CN(C)C(=O)c1cccc(Cl)c1 (centres undefined),i
CN(CC(=O)Nc1ccccc1Br)C(=O)c1sccc1-c1ccccc1,i
COc1ccc(Cl)cc1NC(=O)c1cccc([N+](=O)[O-])c1O,i
CC(=O)Nc1ccc(SCC(=O)Nc2ccccc2N2CCOCC2)cc1,i
Nc1ccc(N=Nc2ccc(O)cc2)c(N)n1,i
Cc1ccc(NC(=O)CSc2nnc(C)n2C2CC2)cc1S(=O)(=O)N1CCOCC1,i
CC(=O)N1C(=O)/C(=C2\SC(=S)N(NS(=O)(=O)c3ccc(C)cc3)C2=O)c2ccccc21,i
Cc1cc(C)n(-c2ccc(C(=O)N3CCN(S(=O)(=O)c4ccc(C(C)C)cc4)CC3)cc2)n1,i
CCN(CC)S(=O)(=O)c1cc(NC(=O)CCn2[nH]c(=O)ccc2=O)ccc1C,i
O=C(Nc1cccc(F)c1)c1cc(S(=O)(=O)N2CCOCC2)ccc1N1CCCC1,i
COc1cccc(CN(C)C(=O)c2cc(S(=O)(=O)NC3CCCCC3)ccc2C)c1,i
COc1ccc(NC(=O)Nc2ccc3c(c2)C(=O)N([C@H](C)CO)C[C@H](C)[C@@H](CN(C)C(=O)Nc2c(C)noc2C)O3)cc1,i
Cc1c(-c2ccccc2Br)nc2ccccc2c1C(=O)O,i
O=C(COC(=O)c1ccc(O)cc1)Nc1ccc2c(c1)OCCO2,i
O=C(O)C(C=C(Cl)Cl)N1CCOCC1 (centres undefined),i
Cc1c(C2(O)CCCCC2)[nH]c2cnccc12,i
CCN(CC)c1ccc2c(C)cc(=O)oc2c1,i
Cc1cccc(OCC(=O)N(C)CC(=O)Nc2cccc(F)c2)c1C,i
Nc1nc(N)nc(-c2ccc(Cl)c(Cl)c2)n1,i
COc1ccc(NC(=O)c2ccc(NC(=O)CSc3nc(N)cc(=O)[nH]3)cc2)cc1,i
Cc1cc(=O)c(C(=O)O)c(C)n1-c1ccccc1,i
O=C(NCc1ccccn1)c1cccc(NS(=O)(=O)c2ccc(Br)cc2)c1,i
O=C(COC(=O)c1ccc(S(=O)(=O)N2CCCC2)cc1)NCCc1ccc(F)cc1,i
Cc1ccc(SCCC(=O)NNC(=O)c2ccccc2F)cc1,i
COc1ccc(Cl)cc1C(=O)NNC(=O)c1nn(C)c(=O)c2ccccc12,i
CC(C)(O)CCC(C)(C)O,i
CC(C)N(Cc1ccccc1)C(=O)COC(=O)CCC(=O)c1ccc(F)cc1,i
Cc1ccc(NC(=O)C(c2ccccc2)N2CCN(CC(=O)NC3CC3)CC2)cc1 (centres undefined),i
CC1CCCC(NC(=O)c2ccc3c(c2)OCCO3)C1C (centres undefined),i
Cc1ccc(CNC(=O)COC(=O)c2cccc(S(=O)(=O)N3CCCCC3)c2)cc1,i
O=C(NC1CC1)C1CCN(S(=O)(=O)c2cc([N+](=O)[O-])ccc2Cl)CC1,i
C=CC[C@H](CC(=O)N(CCO)Cc1ccccc1)C(=O)N[C@@H](COC(=O)[C@@H](CC=C)CC(=O)OC(C)(C)C)Cc1c[nH]c2ccccc12,i
COc1ccccc1C(C)NC(=O)c1cc(S(=O)(=O)N2CCCCC2)ccc1C (centres undefined),i
COc1ccc(-c2c(-c3cc(OC)cc(OC)c3)n(C)c3ccc(-c4ccc(S(N)(=O)=O)cc4)cc23)cc1,i
C=C1c2cccc(C(F)(F)F)c2O[C@H](C(=O)OCC)[C@H]1OC,i
CC(C)c1ccc(Nc2nnc(SCC(=O)NCC3CCCO3)s2)cc1 (centres undefined),i

# Seven structures out of the list, sorted by length of the SMILES, falling:
SMILES,TMEM16A act
COc1ccc(-c2c(-c3cc(OC)cc(OC)c3)n(C)c3ccc(-c4ccc(S(N)(=O)=O)cc4)cc23)cc1,i
O=C(NC1CC1)C1CCN(S(=O)(=O)c2cc([N+](=O)[O-])ccc2Cl)CC1,i
O=C(COC(=O)c1ccc(S(=O)(=O)N2CCCC2)cc1)NCCc1ccc(F)cc1,i
COc1ccccc1C(C)NC(=O)c1cc(S(=O)(=O)N2CCCCC2)ccc1C (centres undefined),i
O=C(NCc1ccccn1)c1cccc(NS(=O)(=O)c2ccc(Br)cc2)c1,i
C=C1c2cccc(C(F)(F)F)c2O[C@H](C(=O)OCC)[C@H]1OC,i
Cc1cccc(OCC(=O)N(C)CC(=O)Nc2cccc(F)c2)c1C,i

# Remaining list, next part:
SMILES,TMEM16A act
COc1cc(/C=C/C(=O)OCC(=O)N2CCCc3ccccc32)ccc1O,i
COc1ccc(NC(=O)CSc2nc(N)cc(=O)[nH]2)cc1S(=O)(=O)N1CCCCC1,i
Cc1noc(C)c1S(=O)(=O)Nc1ccc2c(c1)C(=O)N([C@H](C)CO)C[C@@H](C)[C@@H](CN(C)Cc1ccc3c(c1)OCO3)O2,i
CC(C)(C)N(Cc1ccccc1)C(=O)COC(=O)c1ccc(Br)o1,i
CC1CCCCC12NC(=O)N(CC(=O)N1CCN(C(=O)c3cccs3)CC1)C2=O (centres undefined),i
COc1cc(-c2cc(=O)c3c(C)cc(O)cc3o2)cc(OC)c1OC,i
Cc1c(NC(=O)c2cc(S(=O)(=O)N3CCCCC3)ccc2Cl)c(=O)n(-c2ccccc2)n1C,i
C#CCOCCOCCOCCNc1nc(N2CCN(C(=O)[C@H](CCCN=C(N)N)n3cc(C(N)[C@@H](C)CC)nn3)CC2)nc(N2CCN(C(=O)[C@H](CC(N)=O)n3cc([C@@H](N)CC(N)=O)nn3)CC2)n1 (some centres undefined),i
CC(NC(=O)C1=CC=CN2CCS(=O)(=O)N=C12)c1ccc(Cl)cc1Cl (centres undefined),i
CCOc1ccccc1OCCCC(=O)N1CCN(S(=O)(=O)c2ccc(Cl)cc2)CC1,i
CCN1C(=O)c2cccc3c(S(=O)(=O)NCc4ccccc4)ccc1c23,i
CCOc1ccc2oc(C(=O)OCC(=O)N(CC(C)C)c3c(N)n(Cc4ccccc4)c(=O)[nH]c3=O)c(C)c2c1,i
O=C(COC(=O)Cc1ccc(Cl)cc1)NC1CCCC1,i
O=C(Nc1cccc(S(=O)(=O)NC2=NCCC2)c1)c1ccc(F)cc1F,i
C[C@H](CO)N1C[C@H](C)[C@@H](CN(C)S(C)(=O)=O)Oc2ccc(N(C)C)cc2C1=O,i
CN(CC(=O)Nc1ccc(Cl)cc1)C(=O)c1sccc1-c1ccccc1,i
CN(C(=O)C=Cc1ccccc1)c1ccccc1,i
O=C(NCC1COc2ccccc2O1)c1ccc(Cl)c(S(=O)(=O)N2CCCC2)c1 (centres undefined),i
O=C(COC(=O)/C=C/c1ccccc1[N+](=O)[O-])Nc1ccc2[nH]c(=O)[nH]c2c1,i

# Two entries from above, as tab-separated lines.
SMILES	TMEM16A act
O=C(Nc1cccc(S(=O)(=O)NC2=NCCC2)c1)c1ccc(F)cc1F	i
O=C(NCC1COc2ccccc2O1)c1ccc(Cl)c(S(=O)(=O)N2CCCC2)c1 (centres undefined)	i

# Shown with the structure last: entries from further up
TMEM16A act | Molecule
i | CN(CC(=O)Nc1ccc(Cl)cc1)C(=O)c1sccc1-c1ccccc1
i | COc1cc(-c2cc(=O)c3c(C)cc(O)cc3o2)cc(OC)c1OC
i | O=C(COC(=O)/C=C/c1ccccc1[N+](=O)[O-])Nc1ccc2[nH]c(=O)[nH]c2c1
i | CC(C)(C)N(Cc1ccccc1)C(=O)COC(=O)c1ccc(Br)o1
